# GLP1R inv ag: GLP-1 receptor (human) inverse agonism; 410,000 compounds, 1.6% hits; HEK293 GLP-1R CRE-luciferase, luminescence, 24 h; GLP-1R form is constitutively active; P43220; Potency, µM (doses to about 38.3 µM), inactives show at the top dose activity change, negative = inhibition, hits mostly inhibitors; also: potency is read from the fitted curve at half-maximal effect; % is scaled to controls: 0 for no effect and ±100 for the full control effect; nearly all actives have a fitted effect of over 55% in size
#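 Assay principle: reduced luminescence from a cAMP-responsive reporter in HEK293 cells co-expressing a constitutively active GLP-1R. Conditions: 24 hr compound incubation, 37 deg C, 5% CO2.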
# EPAC1 ag: agonists of human EPAC1; EPAC1 agonist qHTS, biochemical assay; response scale: 100% = response to 6.5 mM cAMP; Potency, µM (highest dose often 154 µM), for the others: at the top dose activation, usual class: activators; 360,000 compounds, 0.073% hits; AID 720707; also: potency is read from the fitted curve at half-maximal effect; nearly all actives have a fitted effect of over 60% in size
#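 Fluorescent GDP-exchange assay: 100 nM EPAC1 with 250 nM Rap1B preloaded with BODIPY-GDP and 50 uM GDP; compounds tested as concentration series, 5 min at room temperature, then read every 5 min for 30 min (ex 480/em 540 nm); normalized to 6.5 mM cAMP.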
# EPAC1 antag: blocks human EPAC1 exchange factor; O95398; EPAC1 GEF assay, Rap1b-BODIPY-GDP exchange fluorescence; Potency, µM (titrated, usually from 115 µM), for inactives: top-dose activity change, negative = inhibition, usual class: inhibitors; 360,000 compounds, 0.14% hits;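 also: potency is read from the fitted curve at half-maximal effect; plate controls were vehicle for no effect and positive control for full effect; nearly all actives have a fitted effect of over 50% in size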
# PTHR1 ag: PTHR1 (human) receptor agonism; HEK293 GP2 PTHR1 cells, GloSensor cAMP luminescence, 1 h; AID 743266; Potency, µM (highest dose often 115 µM), inactives show at the highest dose activation, actives largely listed as activators; 410,000 compounds, 0.075% hits; also: potency is read from the fitted curve at half-maximal effect; nearly all actives have a fitted effect of over 55% in size; some results filed as inactive show a strong effect at the top dose; inactives centre near -15; many of its hits are not listed in these tables
#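 HEK-293-derived GP2 cells expressing PTHR1 and a GloSensor cAMP reporter, 3,000/well, plated overnight, given luciferin plus IBMX (each 0.5 mM as added) for 1 h at 37 °C, then compound for 1 h at 37 °C. Luminescence was read after 15 min at room temperature.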
# HEK293 tox: cytotoxic in the GLP-1 receptor inverse agonist counter-screen; Potency, µM (titrated, usually from 38.3 µM), for the others: at the top dose activity change, negative = inhibition, usual class: inhibitors; AID 624418; HEK293 cAMP-luciferase reporter cells, luminescence, 24 h; 410,000 compounds, 0.13% hits;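 also: loss of luciferase light is scored as toxicity; potency is read from the fitted curve at half-maximal effect; % is scaled to controls: 0 for no effect and ±100 for the full control effect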
#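 Cells in DMEM/10% Nu serum/1% pen-strep, 1536-well format. Pre-incubated 12 h, dosed with 23 nL compound, incubated a further 24 h. Luciferase detection, 12 min at room temp, luminescence.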
# PLK1 PBD block: PLK1 (human) polo-box domain binding inhibition | P53350 | Plk1 PBD binding of FITC phosphopeptide, fluorescence polarization | Potency, µM, for inactives: max response, negative = inhibition, hits mostly inhibitors | 360,000 compounds, 2.8% hits | AID 720504; also: potency is read from the fitted curve at half-maximal effect; series mostly up to about 57 µM; % is scaled to controls: 0 for no effect and ±100 for the full control effect; nearly all actives have a fitted effect of over 65% in size
# Target sequence (P53350 whole entry, looked up, the tested form may be a part): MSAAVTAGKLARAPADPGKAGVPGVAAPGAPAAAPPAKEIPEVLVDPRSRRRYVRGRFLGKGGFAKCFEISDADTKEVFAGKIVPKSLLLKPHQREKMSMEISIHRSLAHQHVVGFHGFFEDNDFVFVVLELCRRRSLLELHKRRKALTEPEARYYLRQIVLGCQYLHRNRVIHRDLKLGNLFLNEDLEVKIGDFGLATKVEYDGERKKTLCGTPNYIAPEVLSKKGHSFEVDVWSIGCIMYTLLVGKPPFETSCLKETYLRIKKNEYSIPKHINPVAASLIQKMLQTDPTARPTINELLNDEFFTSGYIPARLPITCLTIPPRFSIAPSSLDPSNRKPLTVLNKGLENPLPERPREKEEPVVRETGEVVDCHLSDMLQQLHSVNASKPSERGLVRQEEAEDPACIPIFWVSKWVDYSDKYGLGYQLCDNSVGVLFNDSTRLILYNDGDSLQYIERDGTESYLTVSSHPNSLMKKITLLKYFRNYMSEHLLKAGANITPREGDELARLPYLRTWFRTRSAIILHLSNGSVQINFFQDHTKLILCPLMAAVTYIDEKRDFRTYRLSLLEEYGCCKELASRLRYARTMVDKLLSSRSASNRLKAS
# IL2 activator: IL-2 activation | IL-2 activation reporter assay, cell-based qHTS; stimulated with anti-CD3/CD4/CD28 beads; in transgenic mouse T cells | 360,000 compounds, 0.065% hits | activation, % (series mostly up to about 46 µM); in the data active = activation above about 50%; inconclusive = mostly about 30% to 49%; also: 0% is about no effect
#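 Unstimulated transgenic mouse T cells; 60-min compound exposure; bead-based TCR/CD4/CD28 stimulation; 18 h culture, 37 degrees C; dual fluorescence (EGFP, DsRed) plate cytometry.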
# GLP-1R agonist: activates the human GLP-1 receptor. HEK293 GLP-1R CRE-luciferase, luminescence, 4-6 h; cells express a hypersensitive GLP-1R form. Potency, µM (titrated, usually from 45.6 µM), for the others: top-dose activation, actives largely listed as activators. AID 624172. P43220. 380,000 compounds, 0.007% hits; also: potency is read from the fitted curve at half-maximal effect; % of control where 0% means no effect
# PI5P4Ka inh: inhibitors of human PI5P4K alpha. max response, %. P48426. AID 652105. 330,000 compounds, 1.2% hits. PI5P4Kalpha enzyme, ADP-Glo luminescence, 60 min; active compounds read low; active = max response of -50% or lower; inconclusive = between -30% and -50%; inactive = -30% or higher; also: value at the top dose of about 77 µM; % is scaled to controls: 0 for no effect and ±100 for the full control effect
# Target sequence (P48426 whole entry, looked up): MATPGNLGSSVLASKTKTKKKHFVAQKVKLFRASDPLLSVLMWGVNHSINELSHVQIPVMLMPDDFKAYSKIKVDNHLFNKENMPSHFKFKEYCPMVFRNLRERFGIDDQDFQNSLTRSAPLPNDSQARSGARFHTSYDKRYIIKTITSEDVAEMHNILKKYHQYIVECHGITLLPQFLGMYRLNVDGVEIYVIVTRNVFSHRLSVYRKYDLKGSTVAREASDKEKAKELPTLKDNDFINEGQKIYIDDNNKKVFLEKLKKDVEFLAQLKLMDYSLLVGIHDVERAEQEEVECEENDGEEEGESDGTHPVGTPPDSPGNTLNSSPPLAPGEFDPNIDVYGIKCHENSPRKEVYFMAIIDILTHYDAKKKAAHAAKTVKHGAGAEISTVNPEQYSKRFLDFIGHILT
#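 Reactions run in 0.038 M HEPES pH 7.4, 0.28 mM EGTA, 0.1% CHAPS and 5% DMSO, with PI5P4Kalpha, substrate, compound and 5 microM ATP final, one hour at room temperature. Readout is ADP-Glo luminescence.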
# * marks the source's active call; other numbers are inactive results; i = inactive; ? = inconclusive; nt = no result given; [ ] = dose if it differs, or a comment. Unless noted, calls follow the shape of the dose curve; as a rule, active = well fitted curve in the direction sought with a large enough effect; inconclusive = small, poorly fitted or top-dose-only effect, or another doubt; inactive = no such curve, though single readings can be large; an effect the other way counts as inactive or inconclusive.
SMILES,GLP1R inv ag,EPAC1 ag,EPAC1 antag,PTHR1 ag,HEK293 tox,PLK1 PBD block,IL2 activator,GLP-1R agonist,PI5P4Ka inh
O=C(CSc1nnc(-c2ccc(F)cc2)o1)c1ccc2c(c1)OCCO2,-26%,-12%,8%,i,-23%,-5%,-1.8,-7%,nt
C=CCNC(=S)N1CCN(c2ncc(C(F)(F)F)cc2Cl)CC1,8.9µM*,4%,-10%,-5%,-10%,-9%,0.2,18%,3
Cc1ccc2ccc(C3C(=O)c4ccccc4C3=O)nc2c1,0%,11%,14%,-11%[57.5 µM],1%,-19%,-2.4,-5%,nt
Cc1cccc(C(=O)N/C(=C\c2ccc(C)o2)C(=O)O)c1,1%,-10%,-4%,i,4%,-13%,-0.1,-2%,2
O=C(c1ccc(COc2ccc(F)cc2)o1)n1cc(Br)cn1,3%,2%,-2%,-18%[57.5 µM],18%,-18%,1.2,-4%,nt
CCN(C(=O)Cn1nc(C(=O)O)c2ccccc2c1=O)C1CCCCC1,2%,3%,-6%,-4%,-32%,-2%,-3.8,16%,0
C=CCN1c2ccccc2C(=O)C(C)S1(=O)=O (stereo not drawn),0%,-2%,-5%,i,1%,-1%,0.1,-2%,0
CCCS(=O)(=O)c1nc(S(=O)(=O)c2ccc(C)cc2)c(NCCCN(C)C)s1,-8%,4%,9%,15%,-23%,7%,0.2,5%,-7
CCc1nc(Nc2ccc3c(c2)OCO3)c2oc3ccccc3c2n1,-28%,0%,-21%,-14%,66%[activator],-8%,0.2,3%,10
O=C(NCc1ccco1)c1ccc(Cl)c(S(=O)(=O)N2CCc3ccccc32)c1,?,-8%,?,-17%,6%,-20%,0.1,2%,-2
O=C1C2C3C=CC(C3=C(c3ccccc3)c3ccccc3)C2C(=O)N1CCO (stereo not drawn),-15%,11%,-2%,-5%[57.5 µM],-18%,2%,-1.9,3%,-1
O=C(NCC1CCCO1)c1ccc2c(=O)n(Cc3cccc(Br)c3)c(=S)[nH]c2c1 (stereo not drawn),0%[7.66 µM],9%,16%,-4%,-8%[7.66 µM],-6%,2.3,-7%,-8
O=C(CN1C(=O)CCS(=O)(=O)c2ccccc21)Nc1cccc(Cl)c1,-4%,7%,-13%,-9%[57.5 µM],-2%,-6%,0.0,-1%,1
O=C(NCc1cccnc1)C1CCN(S(=O)(=O)c2cccc(C(F)(F)F)c2)CC1,15%,8%,-3%,-3%,0%,-7%,1.1,7%,8
CC(C)Cn1nnc2c(=O)oc3ccccc3c21,2%,11%,10%,-20%,-5%,-1%,-0.4,-2%,-1
O=C(Nc1nc(-c2ccc(-c3ccccc3)cc2)cs1)C1CCCO1 (stereo not drawn),1%,10%,-2%,-20%[57.5 µM],1%,-7%,1.2,-4%,13
COc1cccc(NC(=O)CCSc2ccc3ccccc3n2)c1,?,1%,-13%,-15%,1%,-19%,-2.7,0%,13
CNC(=O)Cn1nc(C)c2ccccc2c1=O,-14%,-5%,-2%,-11%[57.5 µM],-4%,-3%,-2.2,-3%,nt
CCOC(=O)C1(Cc2ccccc2)CCN(Cc2ccon2)CC1,6%,5%,-12%,-46%[inhibitor],-14%,-2%,-1.5,-4%,2
Cc1ccc(S(=O)(=O)N2CCN(c3ccc(S(=O)(=O)N4CCOCC4)cn3)CC2)cc1,-7%,2%,-6%,-9%,69%[activator],-4%,-2.5,-17%,2
COC(=O)[C@H](Cc1ccccc1)NC(=O)/C=C/[C@H]1O[C@@H](n2cc(C)c(=O)[nH]c2=O)C[C@@H]1O,3%,0%,-4%,-8%,4%,-10%,0.2,2%,1
O=C(CSc1ncc(-c2ccc(F)cc2)[nH]1)NCc1ccco1,-15%,6%,-8%,i,-28%,-9%,-1.6,-1%,nt
COc1ccc(C(C#N)N2N=C(C)CC2(C)C)cc1OC (stereo not drawn),32%[activator],-6%,4%,i,1%,?,0.6,1%,-7
N#Cc1ccccc1S(=O)c1ccccc1C(=O)Nc1ccccc1 (stereo not drawn),6%,6%,-5%,-58%,-3%,-15%,-1.5,4%,-12
Cc1noc(NS(=O)(=O)c2ccc(NC(=O)c3ccc(F)cc3)cc2)c1C,6%,14%,1%,-8%,1%,-10%,-4.4,-2%,2
CC(C)c1cc(C(=O)N/N=C/c2ccoc2)c(O)c(C(C)C)c1,?,0%,-18%,-6%,-18%,-23%,-3.5,-2%,-14
CCN1CCN(C(=O)C(N)Cc2ccccc2)CC1 (stereo not drawn),6%,4%,-13%,i,11%,5%,-0.1,-3%,2
COc1ccc(CCNC(=O)CCn2c(=O)[nH]c3cc(OC)c(OC)cc3c2=O)cc1OC,-21%,-7%,-3%,-15%[57.5 µM],-6%,0%,0.1,-16%,1
Cc1nn2c(nc(N3CCOCC3)c3ccccc32)c1C=C(C#N)C#N,29%,0%,-9%,i,8%,?,22,-2%,6
O=C(CSc1nc(C2CC2)nc2ccccc12)Nc1ccccc1,3%,1%,-5%,i,10%,-19%,-0.6,13%,-7

# Single records, as listed above. Values in the order: GLP1R inv ag | EPAC1 ag | EPAC1 antag | PTHR1 ag | HEK293 tox | PLK1 PBD block | IL2 activator | GLP-1R agonist | PI5P4Ka inh
# CCN1CCN(C(=O)C(N)Cc2ccccc2)CC1 (stereo not drawn) is entered as 6% | 4% | -13% | i | 11% | 5% | -0.1 | -3% | 2
# COc1ccc(C(C#N)N2N=C(C)CC2(C)C)cc1OC (stereo not drawn) is entered as 32%[activator] | -6% | 4% | i | 1% | ? | 0.6 | 1% | -7
# CCc1nc(Nc2ccc3c(c2)OCO3)c2oc3ccccc3c2n1 is entered as -28% | 0% | -21% | -14% | 66%[activator] | -8% | 0.2 | 3% | 10

# More compounds:
SMILES,GLP1R inv ag,EPAC1 ag,EPAC1 antag,PTHR1 ag,HEK293 tox,PLK1 PBD block,IL2 activator,GLP-1R agonist,PI5P4Ka inh
CCN(CC(=O)Nc1ccc(NC(C)=O)cc1)C(=O)c1cc(-c2ccccc2Cl)nc2ccccc12,?,3%,-14%,-26%,?,5%,0.3,-3%,-2
CC1CC(C)CN(C(=O)CSc2nnc(-c3ccc(Cl)s3)o2)C1 (stereo not drawn),?,0%,-23%,-40%[inhibitor],0%,-22%,0.5,-2%,1
O=c1[nH]cnc2c1oc1ccccc12,27%,-3%,7%,i,-11%,3%,-2.8,3%,2
Cc1cc(C)n(-c2ccc(C(=O)Nc3ccc(S(=O)(=O)N(C)C)cc3)cc2)n1,?,-4%,4%,-36%,-16%,2%,-0.3,0%,-28
CCOc1ccc(NC(=O)CN(C)C(=O)c2cc([N+](=O)[O-])ccc2Sc2ccccc2)cc1OCC,?,-1%,-1%,i,-27%,-11%,1.9,2%,1
Cc1cccc(C)c1NC(=O)C1(C)c2cccc[n+]2CC(=O)N1Cc1cccs1 (stereo not drawn),-17%,-2%,-9%,-22%,-23%,-6%,2.2,-6%,-18
Nc1nc(SCc2nnc(SCC(=O)O)n2-c2ccccc2)nc2sc3c(c12)CCCC3,4%,3%,-13%,7%[57.5 µM],0%,-27%,-0.7,1%,-27
CCOC(=O)COc1ccc(C2CC(C)=NN2c2ccccc2)cc1 (stereo not drawn),-10%,-7%,-13%,-40%[inhibitor],6%,6%,0.7,14%,-3
O=C(Nc1ccccc1OC(F)F)C1CCCN1C(=O)c1cccs1 (stereo not drawn),7%,0%,-3%,i,-4%,1%,0.4,16%,-6
O=C(Nc1cccc(Cl)c1)NC1CC2CCC(C1)N2Cc1cccs1 (stereo not drawn),2%,-8%,-3%,i,7%,5%,-2.3,0%,3
COc1ccccc1C(=O)NCCC(=O)NC1CCC(C)CC1 (stereo not drawn),-2%,5%,-8%,-8%,-12%,-9%,-0.3,13%,-1
CCn1c(C)c(C2=CCN(S(=O)(=O)c3ccccc3)CC2)c2ccccc21,?,1%,-18%,-1%,2%,4%,0.5,4%,16
COc1cc(CN2C[C@@H](CO)O[C@@H](n3cnc4c(NCc5ccco5)ncnc43)C2)cc(OC)c1OC,9%,-5%,4%,-23%,-7%,-3%,0.3,-3%,-11
O=C(CNC(=O)c1cccc(F)c1)N/N=C/c1cc(Br)ccc1OCc1ccccc1,14%,3%,-5%,-20%,-1%,-19%,-4.6,-4%,0
C=CCNC(=O)c1ccc(Cl)cc1Cl,-1%,2%,15%,-8%[57.5 µM],-3%,-7%,-1.7,-3%,-1
CC(C)CC(NC(=O)c1ccccc1)C(=O)OCC(=O)Nc1ccc(Br)cn1 (stereo not drawn),0%,8%,-1%,-11%,-9%,2%,-1.7,-6%,nt
O=C(CSc1nnc(-c2ccc(O)cc2)n1Cc1ccccc1)NNC(=O)c1ccc(Br)cc1,?,8%,-22%,-40%,-15%,?,1.5,6%,8

# 7 entries already listed, ordered by molecular weight, falling.
SMILES,GLP1R inv ag,EPAC1 ag,EPAC1 antag,PTHR1 ag,HEK293 tox,PLK1 PBD block,IL2 activator,GLP-1R agonist,PI5P4Ka inh
O=C(CSc1nnc(-c2ccc(O)cc2)n1Cc1ccccc1)NNC(=O)c1ccc(Br)cc1,?,8%,-22%,-40%,-15%,?,1.5,6%,8
COc1cc(CN2C[C@@H](CO)O[C@@H](n3cnc4c(NCc5ccco5)ncnc43)C2)cc(OC)c1OC,9%,-5%,4%,-23%,-7%,-3%,0.3,-3%,-11
O=C(CNC(=O)c1cccc(F)c1)N/N=C/c1cc(Br)ccc1OCc1ccccc1,14%,3%,-5%,-20%,-1%,-19%,-4.6,-4%,0
CC(C)CC(NC(=O)c1ccccc1)C(=O)OCC(=O)Nc1ccc(Br)cn1 (stereo not drawn),0%,8%,-1%,-11%,-9%,2%,-1.7,-6%,nt
CCn1c(C)c(C2=CCN(S(=O)(=O)c3ccccc3)CC2)c2ccccc21,?,1%,-18%,-1%,2%,4%,0.5,4%,16
COc1ccccc1C(=O)NCCC(=O)NC1CCC(C)CC1 (stereo not drawn),-2%,5%,-8%,-8%,-12%,-9%,-0.3,13%,-1
C=CCNC(=O)c1ccc(Cl)cc1Cl,-1%,2%,15%,-8%[57.5 µM],-3%,-7%,-1.7,-3%,-1

# A portion of the library; the hit share may differ from the screen's.
